High-throughput results (PubChem BioAssay)
KCC2 mod: KCC2 cotransporter modulators, thallium flux, primary screen, cell-based, HEK293 KCC2, FluoZin-2 fluorescence, MLSMR; AID 1456, 2008; KCC2 cells, thallium flux FluoZin-2 fluorescence; 190,000 compounds, 2.2% hits; B-score of Tl+ flux slope (higher = more flux/activation; lower = inhibition) at 10 µM; Solute carrier family 12 member 5 (Homo sapiens), Q9H2X9;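 active means thallium flux slope and its plate-corrected score both differing from the plate sample mean at a set confidence after two filtering rounds, in either direction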;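 further: slope of fluorescence scaled to starting intensity during 10 to 20 s after thallium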
Hck-Nef inh: inhibitors of Nef-activated human Hck kinase, primary screen, biochemical, Z-Lyte FRET, 384-well, Hck-YEEI; AID 463187, 2010; Recombinant Hck-YEEI plus Nef, Z-Lyte FRET kinase assay; inhibition, % at 20 µM; 220,000 compounds, 0.68% hits; Tyrosine-protein kinase HCK (Homo sapiens), P08631;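 active means Hck-Nef kinase inhibition above about 50%, limit read from the data; inactive means inhibition below that limit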;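 further: 0% = DMSO with Hck plus Nef and 100% = Hck alone without Nef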
Target sequence (P08631 whole entry, looked up): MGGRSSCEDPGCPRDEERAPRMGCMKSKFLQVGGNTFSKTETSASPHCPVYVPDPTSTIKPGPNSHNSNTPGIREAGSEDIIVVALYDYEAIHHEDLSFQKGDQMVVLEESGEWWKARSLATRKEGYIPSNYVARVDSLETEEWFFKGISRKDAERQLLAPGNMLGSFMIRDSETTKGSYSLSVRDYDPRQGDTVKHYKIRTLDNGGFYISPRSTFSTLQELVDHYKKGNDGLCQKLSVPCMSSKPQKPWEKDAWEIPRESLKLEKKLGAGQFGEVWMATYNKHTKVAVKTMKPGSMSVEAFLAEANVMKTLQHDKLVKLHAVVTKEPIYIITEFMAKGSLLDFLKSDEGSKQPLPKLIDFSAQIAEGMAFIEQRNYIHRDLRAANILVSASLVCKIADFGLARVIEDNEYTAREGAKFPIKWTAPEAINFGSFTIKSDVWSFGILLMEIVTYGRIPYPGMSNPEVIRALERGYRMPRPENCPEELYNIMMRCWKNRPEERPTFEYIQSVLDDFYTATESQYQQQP
TNF necrop inh: inhibitors of TNF-alpha triggered necroptosis, primary screen, cell-based, Jurkat FADD-/-, single concentration; Jurkat FADD-/- TNF necroptosis rescue, ATP luminescence, 24 h; 0 = TNF only, 100 = no-TNF cells; activation (protection from cell death), % at 10 µM; 220,000 compounds, 0.068% hits; AID 463075, 2010;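 active means activation, meaning protection from cell death, of at least 50% relative to plate controls; inactive means activation below 50%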;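 further: necroptosis triggered by 40 ng/mL TNF-alpha added together with compound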
FXIa inh: human FXIa protease inhibitors, primary screen, biochemical, 1536-well; 220,000 compounds, 0.14% hits; Coagulation factor XI (Homo sapiens), P03951; inhibition, % at 5 µM; purified FXIa, Boc-Glu-Ala-Arg-AMC fluorogenic substrate; AID 798, 2007;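 active means inhibition of at least 40%; inactive means inhibition below 40%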;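 further: fluorescence of freed AMC excited at 355 nm; 0% = enzyme without compound and 100% = no enzyme blank; many of its hits are not listed in these tables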
KLK5 inh: human KLK5 protease inhibitors, primary screen, biochemical, 1536-well. Kallikrein-5 (Homo sapiens), Q9Y337. recombinant hK5, fluorogenic AMC substrate cleavage. inhibition, % at 5 µM. 210,000 compounds, 0.59% hits. AID 873, 2007;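 active means inhibition of 40% or more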;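 further: 0% = enzyme controls without compound and 100% = no-enzyme blanks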
Target sequence (Q9Y337 67-293 limits assumed): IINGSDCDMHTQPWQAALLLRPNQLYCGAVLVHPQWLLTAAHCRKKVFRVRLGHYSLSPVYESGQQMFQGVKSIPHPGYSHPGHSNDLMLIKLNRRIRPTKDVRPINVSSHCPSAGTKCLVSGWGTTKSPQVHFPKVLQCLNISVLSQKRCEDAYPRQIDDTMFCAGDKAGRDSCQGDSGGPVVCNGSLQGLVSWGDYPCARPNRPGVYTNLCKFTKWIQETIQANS
Thrombin inh: human alpha-thrombin inhibitors, primary screen, counter-screen for coagulation protease inhibitor project, biochemical, 1536-well, fluorogenic AMC substrate; Prothrombin (Homo sapiens), P00734; Boc-VPR-AMC fluorogenic substrate cleavage; inhibition, % at 5 µM; 220,000 compounds, 0.26% hits;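 active means inhibition at or above 40%; inactive means inhibition below 40%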;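 further: 0% = enzyme with no compound and 100% = wells without enzyme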
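System – human alpha-thrombin · Medium – pH 7.5 Tris (50 mM) with NaCl 150 mM, Tween 20 0.05% · Compound – single-point dosing at 5 µM, 0.2% DMSO · Incubation – enzyme reaction carried out at room temperature · Technique – fluorescence of released AMC, ex 355 nm, em 460 nm · Read-out basis – % inhibition of thrombin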
Rad51 HR inh: human RAD51 strand exchange inhibitors, primary screen, biochemical, fluorescence; DNA repair protein RAD51 homolog 1 (Homo sapiens), Q06609; hRad51 DNA strand exchange, fluorescence dequenching; inhibition, % at 10 µM; 200,000 compounds, 0.085% hits; AID 1385, 2008;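 active means inhibition above 40% at the single screening dose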;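 further: 0% = DMSO control wells and 100% = blanks with heterologous ssDNA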
Target sequence (Q06609 whole entry, looked up): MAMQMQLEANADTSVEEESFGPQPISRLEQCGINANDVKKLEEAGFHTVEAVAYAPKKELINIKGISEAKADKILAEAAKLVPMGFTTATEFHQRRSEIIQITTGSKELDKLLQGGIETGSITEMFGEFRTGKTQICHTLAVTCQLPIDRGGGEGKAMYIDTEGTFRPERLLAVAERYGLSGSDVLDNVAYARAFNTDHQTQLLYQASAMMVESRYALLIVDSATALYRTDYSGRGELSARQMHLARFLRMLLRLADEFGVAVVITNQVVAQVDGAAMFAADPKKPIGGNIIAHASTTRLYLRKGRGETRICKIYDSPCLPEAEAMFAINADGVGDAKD
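Read-out basis: percent inhibition relative to plate controls and blanks / Assay system: human Rad51 nucleoprotein filaments preassembled on unlabelled ssDNA / Timing: filaments 15 min 37 °C, then compound 30 min / Control set: per-plate controls and blanks / Technique: fluorescence dequenching at 485/520 nm / Compound: 10 µM final, single point / Also added: Fluorescein- and BHQ1-tagged 47-mer duplex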
FXIIa inh: human FXIIa protease inhibitors, primary screen, biochemical, 1536-well; purified FXIIa, Boc-QGR-AMC fluorogenic substrate, 2 h; inhibition, % at 5 µM; 220,000 compounds, 0.3% hits; AID 800, 2007; in the data active means inhibition above about 40%;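 further: 0% = enzyme with no compound and 100% = blank without enzyme; many of its hits are not listed in these tables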
zVAD death inh: inhibitors of zVAD-triggered necroptosis, primary screen, L929 cells; L929 zVAD necroptosis rescue, ATP luminescence, 24 h; with zVAD 60 µM; viability rescue, % at 10 µM; 220,000 compounds, 0.38% hits;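 active means activation, scaled between plate controls, above about 75%, limit read from the data; inactive means activation under that limit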;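 further: 0% = zVAD with DMSO and 100% = DMSO alone without zVAD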
Numbers without * were called inactive; . = no result given.

SMILES | KCC2 mod | Hck-Nef inh | TNF necrop inh | FXIa inh | KLK5 inh | Thrombin inh | Rad51 HR inh | FXIIa inh | zVAD death inh
CCOc1ccccc1NC(=O)C12CC3CC(C1)CC(c1ccc(C)cc1)(C3)C2 | -0.12 | 0 | -1.9 | 17 | 3 | 2 | 0 | 23 | 0.2
Cc1nn(Cc2ccc(Cl)cc2)c(Cl)c1/C=N/NC(=O)c1cccnc1 | -0.012 | -1 | 8.6 | -9 | -17 | -6 | 6 | -4 | 1.4
CCOC(=O)Cc1csc(NC(=O)C(C)c2ccc([N+](=O)[O-])cc2)n1 (stereo not drawn) | -1.6 | -1 | 1.0 | -3 | -8 | -6 | -12 | -1 | 1.7
CCOC(=O)C1(CC2CCCCO2)CCN(Cc2nc3ccccc3nc2C)CC1 (stereo not drawn) | 0.8 | 22 | 1.8 | -2 | 1 | -3 | 1 | 9 | -0.6
COc1ccc(NC(=O)c2ccc(-n3cccn3)c([N+](=O)[O-])c2)cc1 | 0.047 | 2 | -0.8 | 1 | -22 | 3 | 14 | -2 | 3.2
COc1ccc(/C=C/C(=O)Nc2cccc(F)c2)cc1S(=O)(=O)N1CCOCC1 | -0.19 | 19 | -8.1 | -1 | -1 | 16 | -7 | 6 | 1.2
Cc1ccc(S(=O)(=O)NCCc2ccncc2)cc1 | 0.62 | 1 | -1.6 | -7 | -21 | -4 | 5 | 3 | -0.2
Cn1cc(Br)c(C(=O)NNC(=O)Nc2ccccc2C(F)(F)F)n1 | -0.14 | 17 | 0.2 | -11 | -7 | -5 | -7 | 5 | 2.2
Cc1ccc(C)c(OCCCNC2CCCC2)c1C | 0.4 | 13 | 3.4 | -5 | -10 | 2 | 10 | 2 | 2.3
CCN1CCN(C(=S)NC(=O)/C=C/c2cccs2)CC1 | . | 10 | 0.6 | 28 | 27 | 2 | -3 | 19 | -0.8
COc1ccccc1Nc1nnc(SCc2cc(=O)n3cc(C)ccc3n2)s1 | -0.036 | 5 | 0.9 | -2 | -29 | -5 | . | 2 | 60
Cc1cc(/C=N/NC(=O)c2cccc([N+](=O)[O-])c2)c(C)n1-c1ccccc1 | 0.98 | -1 | -2.2 | 4 | -2 | 4 | 24 | 7 | .
CC1=CC(C)(C)Nc2ccc(OC(=O)c3cccnc3)cc21 | -0.61 | 1 | -16 | -3 | -2 | -1 | 6 | 5 | 12
O=C(COC(=O)c1ccc(O)cc1)Nc1ncc(Cl)cc1Cl | -1 | 23 | -0.4 | -3 | 9 | 5 | -10 | 5 | 11
COc1cc(-c2cc(C(F)(F)F)n3ncc(C(=O)O)c3n2)cc(OC)c1OC | 0.4 | 3 | 1.0 | 0 | -21 | 0 | 0 | 10 | -0.3

A different layout for 2 compounds above.
> Cc1cc(/C=N/NC(=O)c2cccc([N+](=O)[O-])c2)c(C)n1-c1ccccc1
  KCC2 mod: 0.98	Hck-Nef inh: -1	TNF necrop inh: -2.2	FXIa inh: 4	KLK5 inh: -2	Thrombin inh: 4	Rad51 HR inh: 24	FXIIa inh: 7	zVAD death inh: .
> CC1=CC(C)(C)Nc2ccc(OC(=O)c3cccnc3)cc21
  KCC2 mod: -0.61	Hck-Nef inh: 1	TNF necrop inh: -16	FXIa inh: -3	KLK5 inh: -2	Thrombin inh: -1	Rad51 HR inh: 6	FXIIa inh: 5	zVAD death inh: 12

(more compounds)
SMILES | KCC2 mod | Hck-Nef inh | TNF necrop inh | FXIa inh | KLK5 inh | Thrombin inh | Rad51 HR inh | FXIIa inh | zVAD death inh
Cc1ccc(-c2nnn(CC(=O)N(c3cccc(F)c3)C(C(=O)NC3CCCC3)c3ccco3)n2)o1 (stereo not drawn) | -0.59 | 0 | -3.2 | -5 | 3 | -6 | 1 | 10 | 0.0
CCc1nc2ccccc2n1Cc1ccc(OC)c(OC)c1 | -0.011 | -1 | -1.4 | 3 | 6 | 4 | -3 | 16 | 0.2
COc1ccc(-c2[nH]c(-c3ccccc3)nc2SCC(=O)NCc2ccco2)cc1OC | . | 2 | 2.1 | -7 | 4 | -5 | -8 | 4 | 1.8
CCc1[nH]nc2c1C(c1ccc(Br)s1)C(C#N)=C(N)O2 (stereo not drawn) | -4.4* | 1 | -9.1 | 0 | -19 | 0 | 5 | 17 | -0.2
CCOc1ccccc1C(=O)Nc1cc(C(=O)NCC(C)C)ccc1Cl | . | 11 | 3.2 | -2 | 6 | -10 | -1 | 9 | 0.8
O=C(Nc1ccc(F)cc1F)N1CCN(C/C=C/c2ccccc2)CC1 | -1.1 | -1 | 0.5 | 0 | -3 | -1 | -2 | -1 | -1.2
COc1ccc(CCNC(=O)c2ccc(CNS(=O)(=O)c3cc(C)ccc3C)cc2)cc1OC | 0.073 | 1 | -2.9 | -2 | -13 | -9 | -4 | -8 | -0.7
O=C(CSc1nc(-c2ccco2)cc(C(F)(F)F)n1)Nc1ccc(C(=O)N2CCCCC2)cc1 | -0.5 | 4 | -7.3 | 2 | 9 | 0 | 10 | 8 | -0.8
Cc1ccc(C(C)C)c(OCC(O)CN2CCN(CCO)CC2)c1 (stereo not drawn) | -0.0014 | 8 | 0.9 | 5 | -15 | 0 | 2 | 15 | -1.5
CC(Nc1ccc2c(c1)OCCO2)C(=O)N1CCc2ccccc21 (stereo not drawn) | -0.0083 | 21 | 0.2 | -1 | -5 | -4 | 5 | 3 | 0.0
CC(Sc1nncn1-c1ccccc1)C(=O)Nc1cccc([N+](=O)[O-])c1 (stereo not drawn) | -0.8 | 3 | 1.9 | 16 | -23 | -3 | -1 | 22 | 0.6
Cc1nc2nc(-c3ccccc3)nn2c(C)c1Cl | . | 1 | 3.9 | . | . | . | 4 | . | 0.5
CC(C)OCC(O)CN1CCN(C(c2ccccc2)c2ccccc2)CC1 (stereo not drawn) | 0.00064 | 9 | -0.8 | 4 | 2 | . | -4 | 8 | -1.0
O=[N+]([O-])c1cccc(-c2nc(Oc3ccc(Cl)cc3)c3ccccc3n2)c1 | . | 1 | 1.2 | 2 | -18 | 1 | -6 | 10 | 1.1
Cc1ccc(N2CC(C(=O)NCc3ccccn3)CC2=O)cc1 (stereo not drawn) | . | 8 | -2.0 | 17 | 37 | 21 | -1 | 30 | 0.1
CC(C)COc1ccc(CN=C(N)N=C(N)N)cc1Cl | 0.16 | 5 | 0.7 | 0 | -2 | -5 | -4 | 7 | 0.9
COC(=O)c1cc(Cl)c(NC(=O)c2cc(OC)c(OC)c(OC)c2)cc1OC | . | 3 | -2.3 | 2 | -19 | 1 | 2 | 10 | 0.1
CC(C)N1C(=O)CC(Nc2ccc(N3CCOCC3)cc2)C1=O (stereo not drawn) | . | -1 | 0.4 | 10 | -2 | -5 | -9 | 8 | 0.7
CCSC1(SCC)N=C(N)C2(C#N)C(c3ccc(OC)c(OC)c3OC)C12C#N (stereo not drawn) | . | . | . | -18 | -11 | -1 | -1 | -12 | .
c1n[nH]c(NC2=NCCC2)n1 | 0.42 | 1 | 0.8 | 1 | -4 | -18 | -5 | -3 | 0.1
Cc1ccc(C(=O)c2c(NC(=O)c3ccccc3C)sc(C)c2C)cc1 | . | -1 | -2.2 | -2 | 5 | 1 | 6 | 4 | 0.2
CN1CCN(CC(=O)Nc2nc3c(s2)CCCC3)CC1 | 1.1 | 17 | 2.1 | 1 | 2 | -3 | 14 | 4 | 0.8
Clc1ccc(/C=N/Nc2nc(Cl)nc3ccccc23)cc1 | 5.6 | -3 | -5.0 | 6 | 29 | 8 | 4 | 20 | 0.0
NNC(=O)CCc1nc2ccccc2[nH]1 | 1.7 | 16 | 0.3 | 6 | 9 | 0 | -11 | 9 | 0.0
CC1=NN(C(=O)c2csc(C)c2C)C(O)(C(F)(F)F)C1 (stereo not drawn) | 0.98 | 3 | 0.6 | 2 | -7 | 2 | . | 8 | 0.0
COc1ccc(CN2CC(=O)N(c3ccc(C)cc3)C2=S)cc1OC | 0.59 | 4 | 0.9 | 6 | -7 | 1 | 19 | 12 | .
CCOC(=O)N1CCN(C(=O)CSc2ccc(-c3ccccc3)nn2)CC1 | -4.2* | 15 | -0.6 | -3 | -6 | 4 | 2 | 7 | 3.7
CC12CCCCC1(O)[N+](=O)C1=C(CCCC1)N2[O-] (stereo not drawn) | -0.01 | 4 | -2.0 | -3 | -3 | -5 | 1 | -2 | -0.3
Cc1cc(C)nc(Sc2ccc(C=O)cc2[N+](=O)[O-])n1 | -0.042 | 18 | 0.0 | 2 | 0 | 6 | 18 | 11 | 0.1
COc1ccc(CCN(C)c2ccc(C(N)=O)cc2[N+](=O)[O-])cc1OC | -0.011 | -37 | 2.4 | 5 | 0 | -7 | 0 | . | 2.1
CC(C)(C)C(=O)N1CCN(c2nc3ccccc3o2)CC1 | -0.079 | 10 | 0.4 | 1 | -3 | 2 | . | 5 | 0.5
CCOc1ccc(S(=O)(=O)n2nnc3ccccc32)cc1C(C)C | -0.17 | 3 | -0.5 | 14 | 15 | 10 | 7 | 30 | 0.7

As a short view, some entries already given:
SMILES | KCC2 mod | Hck-Nef inh | TNF necrop inh | FXIa inh | KLK5 inh | Thrombin inh | Rad51 HR inh | FXIIa inh | zVAD death inh
CC(C)COc1ccc(CN=C(N)N=C(N)N)cc1Cl | 0.16 | 5 | 0.7 | 0 | -2 | -5 | -4 | 7 | 0.9
COC(=O)c1cc(Cl)c(NC(=O)c2cc(OC)c(OC)c(OC)c2)cc1OC | . | 3 | -2.3 | 2 | -19 | 1 | 2 | 10 | 0.1
CC(C)N1C(=O)CC(Nc2ccc(N3CCOCC3)cc2)C1=O (stereo not drawn) | . | -1 | 0.4 | 10 | -2 | -5 | -9 | 8 | 0.7
CCSC1(SCC)N=C(N)C2(C#N)C(c3ccc(OC)c(OC)c3OC)C12C#N (stereo not drawn) | . | . | . | -18 | -11 | -1 | -1 | -12 | .
c1n[nH]c(NC2=NCCC2)n1 | 0.42 | 1 | 0.8 | 1 | -4 | -18 | -5 | -3 | 0.1
Cc1ccc(C(=O)c2c(NC(=O)c3ccccc3C)sc(C)c2C)cc1 | . | -1 | -2.2 | -2 | 5 | 1 | 6 | 4 | 0.2
CN1CCN(CC(=O)Nc2nc3c(s2)CCCC3)CC1 | 1.1 | 17 | 2.1 | 1 | 2 | -3 | 14 | 4 | 0.8
Clc1ccc(/C=N/Nc2nc(Cl)nc3ccccc23)cc1 | 5.6 | -3 | -5.0 | 6 | 29 | 8 | 4 | 20 | 0.0
NNC(=O)CCc1nc2ccccc2[nH]1 | 1.7 | 16 | 0.3 | 6 | 9 | 0 | -11 | 9 | 0.0
CC1=NN(C(=O)c2csc(C)c2C)C(O)(C(F)(F)F)C1 (stereo not drawn) | 0.98 | 3 | 0.6 | 2 | -7 | 2 | . | 8 | 0.0

A portion of the library; count on the stated rates, not on these rows.
